Screening results deposited in PubChem by Sanford-Burnham Center for Chemical Genomics.
697 NFkB inh – inhibitors of the PMA/ionomycin-induced NF-kB reporter in 697 B cells | AID 435022 | 330,000 compounds, 0.33% hits | 697 B-cell NF-kB luciferase reporter, 16 h | inhibition, % at 4 µM; in the data active = inhibition above about 35%
CCR6 antagonist – blocks CCL20-driven beta-arrestin recruitment at human CCR6. P51684. CHO-K1 CCR6 PathHunter beta-arrestin, luminescence, CCL20-stimulated. inhibition, % at 20 µM. 340,000 compounds, 0.49% hits. AID 493098;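 active = compounds whose inhibition of the agonist-driven luminescence signal at 20 µM reaches about 50%, limit read from the data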;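 note: cells stimulated with CCL20 at 14 nM final; plate controls were DMSO with CCL20 for no effect and DMSO without agonist for full effect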
SENP8 inh – blocks the human protease SENP8; Q96LD8; purified SENP8, Z-RLRGG-aminoluciferin cleavage, luminescence; inhibition, % at 10 µM; 330,000 compounds, 1.2% hits; AID 2540
EBI2 block – antagonists of human EBI2 receptor | 360,000 compounds, 0.81% hits | EBI2 beta-arrestin recruitment, luminescence, 7a,25-OHC stimulated | AID 651636 | inhibition, % at 5 µM; in the data active = inhibition above about 38%;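 note: enzyme fragment complementation signal reports receptor beta-arrestin coupling in cells; 0% = agonist plus DMSO wells and 100% = wells without agonist; some results beyond the cut were filed as inactive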
Jurkat NFkB inh – inhibitors of the PMA/ionomycin-induced NF-kB reporter in Jurkat cells. PMA/ionomycin-induced NF-kB luciferase reporter, luminescence. inhibition, % at 4 µM. 330,000 compounds, 0.53% hits. AID 435003
Gli-Sufu block – blocks Gli-Sufu signaling in a luciferase reporter; Sufu-KO-LIGHT fibroblasts, Gli luciferase reporter luminescence; inhibition, % at 5 µM; 340,000 compounds, 0.74% hits; AID 588413;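 active = inhibition above about 55%, limit read from the data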;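 note: 0% = DMSO-treated cells and 100% = wells with medium but no cells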
UBC13 polyUb – inhibitors of human UBC13 polyubiquitin chain formation; TR-FRET; inhibition, % at 20 µM; 330,000 compounds, 0.47% hits; P61088; in the data active = inhibition above about 45%, passing the limit was not always enough
Apaf1 inhib – human Apaf-1 inhibition; inhibition, % at 20 µM; O14727; AID 489030; 330,000 compounds, 0.71% hits; reconstituted apoptosome caspase-3 activity, DEVD-Rh110 fluorescence; active = inhibition of at least 40% at 20 µM;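 note: plate controls were DMSO wells for no effect and DEVD-CHO caspase inhibitor wells for full effect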
Target sequence (O14727 whole entry, looked up): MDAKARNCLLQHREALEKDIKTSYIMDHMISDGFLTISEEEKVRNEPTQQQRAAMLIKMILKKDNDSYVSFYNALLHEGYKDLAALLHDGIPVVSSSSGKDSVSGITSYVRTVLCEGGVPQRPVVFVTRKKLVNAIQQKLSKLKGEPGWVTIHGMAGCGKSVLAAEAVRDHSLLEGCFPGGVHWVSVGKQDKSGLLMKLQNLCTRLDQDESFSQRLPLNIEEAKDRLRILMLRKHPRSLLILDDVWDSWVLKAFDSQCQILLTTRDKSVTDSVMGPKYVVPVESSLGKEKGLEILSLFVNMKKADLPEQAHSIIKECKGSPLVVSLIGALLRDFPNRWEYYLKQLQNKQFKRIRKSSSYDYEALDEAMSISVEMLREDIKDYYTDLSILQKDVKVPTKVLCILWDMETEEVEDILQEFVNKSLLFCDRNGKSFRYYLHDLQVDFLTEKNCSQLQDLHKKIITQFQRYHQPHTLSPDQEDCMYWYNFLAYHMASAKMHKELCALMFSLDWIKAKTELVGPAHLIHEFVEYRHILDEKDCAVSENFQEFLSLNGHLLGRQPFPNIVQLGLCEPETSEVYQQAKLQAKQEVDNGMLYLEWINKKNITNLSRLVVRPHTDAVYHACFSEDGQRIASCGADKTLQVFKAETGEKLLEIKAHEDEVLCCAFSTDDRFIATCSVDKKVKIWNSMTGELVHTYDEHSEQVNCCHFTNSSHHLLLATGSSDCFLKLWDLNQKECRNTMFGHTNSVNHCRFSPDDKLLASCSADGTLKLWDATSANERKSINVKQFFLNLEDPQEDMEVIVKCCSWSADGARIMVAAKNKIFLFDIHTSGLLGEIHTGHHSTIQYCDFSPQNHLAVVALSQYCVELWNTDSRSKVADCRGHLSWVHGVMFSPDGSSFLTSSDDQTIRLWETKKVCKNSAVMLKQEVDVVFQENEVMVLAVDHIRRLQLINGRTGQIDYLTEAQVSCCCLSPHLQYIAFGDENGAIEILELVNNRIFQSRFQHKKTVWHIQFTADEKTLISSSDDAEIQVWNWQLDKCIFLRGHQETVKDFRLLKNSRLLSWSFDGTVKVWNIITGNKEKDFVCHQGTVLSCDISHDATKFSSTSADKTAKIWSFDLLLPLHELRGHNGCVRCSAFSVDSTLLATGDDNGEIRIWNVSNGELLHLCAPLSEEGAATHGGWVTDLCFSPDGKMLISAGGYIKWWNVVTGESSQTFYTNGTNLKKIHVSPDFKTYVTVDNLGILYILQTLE
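Material: biochemical Apaf-1 apoptosome reconstitution. Medium: Hepes buffer, pH 7.5. Also added: cytochrome c activation, bis-DEVD rhodamine 110 substrate. Timing: 30 min compound preincubation, 50 min activation, room temperature. Measured by: rhodamine 110 fluorescence at Ex 480/Em 540 nm.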
The depositor's hits bear a star. Cut-off read from the data, not from the text of the source, unless noted: active = inhibition above about 50%; inactive = the rest. The list is partial, so the mix of outcomes need not match the whole.

SMILES | 697 NFkB inh | CCR6 antagonist | SENP8 inh | EBI2 block | Jurkat NFkB inh | Gli-Sufu block | UBC13 polyUb | Apaf1 inhib
Cc1nc2ccc(Cc3ccc4nc(C)[nH]c4c3)cc2[nH]1 | -15 | -21 | -17 | -2 | 1 | -3 | 0 | 3
COCc1cc(C)nc(SCC(=O)Nc2ccc(N3CCOCC3)cc2)c1C#N | 10 | 12 | 5 | -13 | 5 | 3 | -2 | -14
CCC(=O)c1ccc(OCC(=O)OCC(=O)N2CCc3ccccc32)cc1 | 16 | 0 | 15 | -2 | 5 | -3 | 2 | 5
CCc1nnc(SCC(=O)Nc2ccccc2)nc1CC | 4 | 4 | -5 | -20 | -5 | -2 | 2 | 0
CC1CCCCN1C(=O)CCS(=O)(=O)c1cc2c(cc1Cl)NC(=O)CO2 (stereo not drawn) | 7 | 6 | -2 | -7 | -8 | 3 | 0 | -1
CCOc1ccccc1NC(=O)C(OC(=O)c1ccc(O)cc1)c1ccccc1 (stereo not drawn) | 18 | 11 | -6 | 7 | 6 | -13 | 78* | -28
COc1ccc(NC(=O)c2c(N)cnn2C)cc1 | -19 | 3 | -9 | -3 | -14 | -14 | -11 | -1
O=C(CCC(=O)N1CCOc2ccccc21)NCCc1ccccc1 | -5 | 13 | -2 | 3 | -5 | 1 | -3 | 3
CCN(CC)C(=O)CSc1nc2c(sc(=S)n2-c2ccccc2)c(=O)n1-c1ccc(OC)cc1OC | 25 | 11 | -11 | 12 | -4 | 4 | -3 | 21
COc1cccc(CNC(=O)CCNC(=O)C2CCN(S(=O)(=O)c3ccccc3)CC2)c1 | 14 | 18 | 1 | -9 | 0 | 6 | 2 | 0
COc1cccc(NC(=O)Nc2nc(SC(C)(C)C)ns2)c1 | -45 | 6 | -23 | 7 | -22 | -14 | -2 | 8
COC(=O)C(C(=O)OC)c1ncccc1[N+](=O)[O-] | 18 | -2 | 1 | -10 | 10 | -6 | 3 | -29
CCc1nnc(NC(=O)CSc2ccc(-c3ccc(-n4cccn4)cc3)nn2)s1 | -40 | -4 | -13 | -15 | -29 | -26 | -9 | 13
CCCCOc1ccc(/C=C/C(=O)N(CC)CC(=O)Nc2ccc3c(c2)OCCO3)cc1OC | -22 | 16 | -19 | 8 | -16 | -3 | -6 | 31
CC(=O)Nc1ccc(S(=O)(=O)N2CCN(c3ncccn3)CC2)cc1 | -6 | -6 | -6 | -5 | 13 | 7 | -1 | 6
CN(Cc1ccco1)c1ncnc2ccc(-c3ccccc3Cl)cc12 | -48 | 20 | -7 | 22 | 17 | 6 | 2 | 13
COC(=O)C1=CNC=C(C(=O)OC)C1c1cccc2ccccc12 | -2 | 8 | -5 | 16 | 13 | -13 | 12 | 1
c1ccc2c(Nc3nc(-c4ccncc4)nc4ccccc34)cccc2c1 | 16 | -6 | 14 | 11 | 12 | 22 | 11 | -17
COc1ccc(S(=O)(=O)NC(C)(C)C)cc1-c1nnc2c3ccccc3c(C)nn12 | -17 | -4 | 4 | -12 | -4 | 6 | -8 | 27
N[C@@H](CCC(=O)N[C@@H](CSN=O)C(=O)NCC(=O)O)C(=O)O | 2 | -5 | 12 | -1 | 14 | -11 | 12 | -12
CCc1cc2c(cc3c(=O)n(CC(=O)N4CCN(C)CC4)ncn32)s1 | 9 | -1 | -5 | 7 | -4 | -7 | -12 | -11
COc1ccccc1-n1c(=S)[nH]c2c(sc(=S)n2-c2ccccc2)c1=O | 17 | -8 | 5 | 14 | -3 | -2 | -7 | 4
O=S(=O)(c1cccc(C(F)(F)F)c1)c1ccc(O)cn1 | 6 | 3 | 6 | -5 | 6 | 4 | 3 | -12
O=C(CCc1nc2ccccc2c(=O)[nH]1)OCc1ccc(-c2ccccc2)cc1 | 18 | 7 | -11 | -3 | -13 | 96* | -1 | 10
CCCCc1c(O)nc(SCC(=O)NCC2CCCO2)[nH]c1=O (stereo not drawn) | 12 | 2 | 1 | -12 | -13 | 4 | 1 | 3
Cc1[nH]c2ccccc2c1CCNC(=O)CCC(=O)c1ccccc1 | 17 | 11 | 10 | -6 | 9 | 2 | 13 | -1
CCc1nccn1S(=O)(=O)c1cc(Br)ccc1OC | -5 | 9 | -10 | -14 | 0 | 4 | -16 | 8
CCc1ccc(C(=O)COC(=O)CNC(=O)c2ccc(N3C(=O)c4ccccc4C3=O)cc2)cc1 | 5 | 6 | -1 | 0 | 2 | 4 | 1 | 8
CCN(CC)c1ccc(C=Nc2cccnc2Cl)c(O)c1 | 4 | 3 | 4 | 8 | -8 | 2 | -7 | 14
COc1ccc(NC(=O)CN(C)C(=O)c2cc(CN3C(=O)c4ccccc4C3=O)ccc2OC)cc1 | 25 | -4 | -4 | 3 | 7 | -18 | -1 | 11
CCOC(=O)c1c(C)[nH]c(C)c1C(=O)COC(=O)c1cccc(S(=O)(=O)NC)c1 | -22 | 11 | -13 | 4 | -10 | -1 | 0 | -2
CC(C)CC(=O)c1c[nH]c(C(=O)O)c1 | -14 | 7 | -6 | -3 | -6 | -3 | -4 | 5
O=C(NCc1ccccc1)c1cccc(F)c1F | -4 | -7 | -9 | 2 | 1 | 0 | -5 | 7
Cc1ccc(S(=O)(=O)N(C)C)cc1NC(=O)COC(=O)c1ccc2c(c1)NC(=O)CS2 | 12 | 2 | -6 | -10 | -11 | 6 | -11 | 10
Cc1cccc(NC(=O)c2ccc(C)c(S(=O)(=O)N3CCCCC3)c2)n1 | -17 | 8 | -14 | -1 | -23 | -20 | 1 | 12
c1cc[n+](CCC[n+]2ccccc2)cc1 | -7 | 1 | 5 | -3 | 3 | 6 | 8 | 2
Cc1nc(NC(=O)CSc2nnc3ccccn23)c(Cl)cc1Cl | 16 | -28 | 0 | -20 | -10 | -1 | 6 | -2
COc1ccc(C2Nc3ccccc3C(=O)N2c2ccc(F)cc2)cc1Cn1nnc2ccccc21 (stereo not drawn) | -4 | 16 | -6 | 13 | -9 | -14 | 12 | 15
O=C1CS/C(=N/N=C/c2cccs2)N1Cc1ccc(F)cc1 | -24 | 2 | -13 | 27 | -16 | 2 | -3 | 13
COc1ccc(-c2csc(/C(C#N)=C/Nc3ccc4c(c3)OCCO4)n2)cc1 | 13 | -7 | 2 | 12 | 21 | 6 | -17 | 0
CC(=O)Nc1cccc(-c2nc3ccc(NC(C)=O)cc3s2)c1 | -89 | -1 | -2 | -4 | -73 | -91 | 21 | -7
CCNC(=S)NNC(=O)c1cc(-c2ccc(OC)cc2)nc2ccccc12 | -165 | 21 | 91* | 4 | -63 | -75 | -11 | 17
O=C(CCCc1cccs1)Nc1ccc2c(c1)OCO2 | 14 | -4 | -9 | 0 | -96 | -48 | 0 | -10
CCN(CCCNC(=O)COc1cc(=O)n(CC)c2ccccc12)Cc1ccccc1 | 17 | -6 | -9 | 0 | -16 | 21 | -2 | -6
CCc1cccc2sc(N3CCN(C(=O)c4ccc([N+](=O)[O-])o4)CC3)nc12 | -8 | 0 | 9 | 5 | 51* | 76* | -11 | 15

A different layout for part of the listing above.
SMILES	697 NFkB inh	CCR6 antagonist	SENP8 inh	EBI2 block	Jurkat NFkB inh	Gli-Sufu block	UBC13 polyUb	Apaf1 inhib
O=C(NCc1ccccc1)c1cccc(F)c1F	-4	-7	-9	2	1	0	-5	7
CCN(CC)c1ccc(C=Nc2cccnc2Cl)c(O)c1	4	3	4	8	-8	2	-7	14
CC1CCCCN1C(=O)CCS(=O)(=O)c1cc2c(cc1Cl)NC(=O)CO2 (stereo not drawn)	7	6	-2	-7	-8	3	0	-1
Cc1cccc(NC(=O)c2ccc(C)c(S(=O)(=O)N3CCCCC3)c2)n1	-17	8	-14	-1	-23	-20	1	12
Cc1nc(NC(=O)CSc2nnc3ccccn23)c(Cl)cc1Cl	16	-28	0	-20	-10	-1	6	-2
CC(C)CC(=O)c1c[nH]c(C(=O)O)c1	-14	7	-6	-3	-6	-3	-4	5

The listing continues:
SMILES | 697 NFkB inh | CCR6 antagonist | SENP8 inh | EBI2 block | Jurkat NFkB inh | Gli-Sufu block | UBC13 polyUb | Apaf1 inhib
CCN(CC)C(=O)Cn1cc(C(=O)C(=O)NCc2ccco2)c2ccccc21 | 5 | 5 | -3 | -4 | 10 | 9 | -2 | -15
Cc1ccc(C)c(NCC(=O)c2ccc(Cl)cc2)c1 | -1 | 60* | 8 | 28 | -3 | -16 | 2 | 2
CC(=O)Nc1ccc(S(=O)(=O)c2cc(O)ccc2O)cc1 | 0 | -5 | -5 | -13 | -5 | 1 | 0 | -11
CCCc1cc(=O)oc2cc(C)c(CN3CCCC3)c(O)c12 | -25 | 3 | 0 | -4 | -12 | 5 | -4 | 22
COc1cc(/C=N/NC(=O)c2ccc(NS(=O)(=O)c3cccs3)cc2)cc(OC)c1O | 9 | 3 | -5 | -10 | -5 | -8 | -16 | 1
CCCC(=O)OCC(=O)Nc1cc(C(C)(C)C)nn1-c1ccccc1 | 9 | -5 | 0 | 5 | 3 | -3 | -3 | -2
COc1cccc(OC)c1C(=O)N1CCN(S(=O)(=O)c2ccccc2)CC1 | 11 | -12 | -7 | -6 | 0 | 1 | -3 | -5
NS(=O)(=O)c1ccc(NC(=O)c2cc(-c3cc(Cl)ccc3O)n[nH]2)cc1 | 1 | 8 | -2 | -6 | -26 | -1 | 6 | 14
CCOC(=O)C(=CNc1cc(C)ccc1[N+](=O)[O-])C(=O)OCC | 18 | -3 | -1 | -8 | 7 | -1 | -6 | -12
COc1ccc(NC2CCCN(C(=O)CSc3ccccc3)C2)cc1OC (stereo not drawn) | 11 | 10 | 1 | 3 | -12 | 2 | -1 | 18
Cn1c(-c2cc3c(C(F)(F)F)nn(C)c3s2)n[nH]c1=S | -1 | 13 | 2 | 0 | -5 | 5 | 4 | 5
CCOc1ccccc1C(=O)N[C@H](C(=O)OCc1csc(CC(=O)Nc2ccc(C)cc2)n1)C(C)C | 0 | 9 | -6 | 19 | 2 | 0 | 8 | 30
O=C(NCC1COc2ccccc2O1)c1ccc(Br)s1 (stereo not drawn) | -18 | 13 | 1 | 2 | -10 | -31 | -4 | 2
COc1cccc2cc(-c3ccccc3)oc12 | -54 | -1 | 11 | 16 | -56 | -9 | 6 | 5
CS(=O)(=O)N(CC(=O)N1CCN(c2ccccc2F)CC1)c1cc(C(F)(F)F)ccc1Cl | 14 | 10 | 4 | 65* | 16 | 4 | 3 | -19
Cc1cccc(C)c1NC(=O)C(NC(=O)c1ccccn1)c1ccccc1[N+](=O)[O-] (stereo not drawn) | 14 | 9 | -1 | 4 | 4 | -7 | 6 | -5
Cc1ccc(C)c(S(=O)(=O)N2CCCOC2CNC(=O)C(=O)NCc2ccco2)c1 (stereo not drawn) | -19 | -2 | -11 | -11 | -4 | -6 | -19 | 0
COC1=C(Nc2ccccc2)C(=O)c2ccccc2C1=O | 0 | 25 | 6 | 12 | 6 | -12 | -166 | 61*
Cc1ccc(NN2C(=O)C=C(c3ccc(Cl)cc3)C2=O)cc1 | 3 | 12 | 0 | 46* | 17 | 32 | 5 | 13
O=C(CNC(=O)c1ccco1)N=Nc1c(O)[nH]c2ccc(Br)cc12 | -13 | 46 | -8 | 0 | -11 | 42 | -30 | 2
Nc1nc(SCC(=O)N2CCN(c3ccccc3)CC2)n[nH]1 | 4 | 3 | 4 | -8 | 6 | 5 | 4 | -7
COc1ccccc1NS(=O)(=O)c1cccc(C(=O)N/N=C/c2c(CO)cnc(C)c2O)c1 | 11 | 18 | 0 | -5 | 8 | -16 | 72* | -3
COc1ccc(/C=C2\SC(=N)N(c3ccc(F)cc3)C2=O)cc1 | 17 | 0 | 3 | 8 | 8 | -2 | -14 | -11
Cc1cc(C(=O)CN2C(=O)C(=O)N(Cc3ccccc3)C2=O)c(C)n1-c1ccccc1F | -26 | 4 | 2 | 6 | -7 | -3 | -8 | 16
O=[N+]([O-])c1ccccc1-n1cnc2ccccc21 | -25 | 1 | -6 | -14 | 2 | -6 | -7 | 4
